# Runt-SMMHC FRET: inhibitors of human RUNX1 Runt domain binding to CBFb-SMMHC; actives 0.74% (n = 220,000); Cerulean-Runt/Venus-CBFb-SMMHC FRET ratio 530/480, 1 h; Q01196+Q13951; inhibition, % at 20 µM; AID 1434;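 active means mean inhibition across duplicate retests at 20 µM reaching about 50%, limit read from the data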;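 further: 0% = DMSO wells and 100% = wells with excess untagged CBFb-SMMHC; inhibitors lower the FRET ratio by blocking Runt binding to CBFb-SMMHC; some results filed as inactive read as strong as hits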
# Target sequence (Q01196 whole entry, looked up, the tested form may be a part): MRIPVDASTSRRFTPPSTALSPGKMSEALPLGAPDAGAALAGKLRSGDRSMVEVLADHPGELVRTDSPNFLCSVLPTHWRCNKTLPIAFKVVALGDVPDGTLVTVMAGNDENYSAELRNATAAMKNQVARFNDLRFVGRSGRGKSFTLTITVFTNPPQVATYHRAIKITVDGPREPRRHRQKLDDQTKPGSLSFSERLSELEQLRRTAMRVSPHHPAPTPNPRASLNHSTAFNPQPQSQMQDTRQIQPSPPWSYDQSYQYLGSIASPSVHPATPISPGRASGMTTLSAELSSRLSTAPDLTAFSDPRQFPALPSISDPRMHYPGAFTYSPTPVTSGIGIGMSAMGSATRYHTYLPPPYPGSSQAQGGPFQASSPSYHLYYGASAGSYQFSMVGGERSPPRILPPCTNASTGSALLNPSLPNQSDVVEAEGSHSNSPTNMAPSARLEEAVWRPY
# Target sequence (Q13951 whole entry, looked up, the tested form may be a part): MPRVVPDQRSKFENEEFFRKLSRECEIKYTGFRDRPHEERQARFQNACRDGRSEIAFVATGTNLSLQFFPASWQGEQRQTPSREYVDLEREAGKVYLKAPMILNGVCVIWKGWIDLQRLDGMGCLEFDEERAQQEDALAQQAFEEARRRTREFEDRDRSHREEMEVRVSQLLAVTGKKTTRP
# EBV gp42 block: inhibitors of Epstein-Barr virus glycoprotein 42. Q1HVG2. Fluorescence polarization binding assay, mP read-out. inhibition, % (tested at 21.74 µM). actives 0.42% (n = 220,000). AID 1085; in the data active means inhibition above about 50%
# Target sequence (Q1HVG2 whole entry, looked up): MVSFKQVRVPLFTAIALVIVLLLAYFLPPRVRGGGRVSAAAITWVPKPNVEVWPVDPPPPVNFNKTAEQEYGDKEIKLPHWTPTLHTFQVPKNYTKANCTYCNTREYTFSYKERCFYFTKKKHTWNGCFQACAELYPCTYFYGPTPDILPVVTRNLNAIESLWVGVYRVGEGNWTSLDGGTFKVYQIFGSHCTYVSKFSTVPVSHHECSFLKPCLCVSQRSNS
# Tb hexokinase: T. brucei hexokinase 1 inhibition; actives 0.11% (n = 220,000); recombinant TbHK1, G6PDH-coupled NADH A340; inhibition, % at 10 µM;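 active means inhibition of 50% or more in the single-dose primary screen; inactive means inhibition below 50%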
# 14-3-3 Bad PPI: disrupts binding of bovine 14-3-3 zeta to phospho-Bad peptide; AID 781; inhibition, % at 21.7 µM; TR-FRET 14-3-3zeta/Dy647-pBad peptide displacement, 1 h; actives 0.71% (n = 220,000); P63103;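 active means inhibition above about 70%, limit read from the data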;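 further: 0% = full 14-3-3 plus peptide FRET controls and 100% = background without 14-3-3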
# Hck-Nef inh: inhibitors of human Hck kinase activated by Nef | inhibition, % at 20 µM | actives 0.68% (n = 220,000) | Recombinant Hck-YEEI plus Nef, Z-Lyte FRET kinase assay | AID 463187 | P08631;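 active means Hck-Nef kinase inhibition above about 50%, limit read from the data; inactive means inhibition below that limit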;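 further: 0% = DMSO with Hck plus Nef and 100% = Hck alone without Nef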
# L929 necroptosis: L929 zVAD cell death inhibition | viability rescue, % at 10 µM | L929 zVAD necroptosis rescue, ATP luminescence, 24 h; with zVAD 60 µM | actives 0.38% (n = 220,000);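 active means activation, scaled between plate controls, above about 75%, limit read from the data; inactive means activation under that limit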;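 further: 0% = zVAD with DMSO and 100% = DMSO alone without zVAD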
# Runt-CBFb FRET: inhibitors of human RUNX1 Runt domain binding to CBFb. inhibition, % at 20 µM. actives 0.46% (n = 220,000). AID 1496. Q01196+Q13951. Cerulean-Runt/Venus-CBFb FRET ratio 530/480, 1 h;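 active means inhibition over about 50% at 20 µM in the single-dose screen, limit read from the data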;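 further: 0% = DMSO wells and 100% = excess unlabeled CBFb competitor control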
#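 Reagent – Venus-CBFb binding partner, 100 nM · Assay system – Cerulean-tagged RUNX1 Runt domain (FRET donor) fusion protein · Input – 100 nM per protein · Incubation – two 1 h room-temperature incubations shielded from light · Measured by – FRET fluorescence · Medium – Tris buffer pH 7.5 with salts and BSA · Benchmarks – unlabeled CBFb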
# Mdm2 ligase inh: Mdm2 E3 ligase (human) inhibition | Q00987 | cell-based MDM2 ubiquitination luciferase reporter, 2 h; 0 = plate control, 100 = twice control, blank-subtracted | signal enhancement, % at 5 µM | actives 0.11% (n = 210,000) | AID 1230;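 active means signal enhancement of 30% or more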;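 further: luminescence tracks abundance of the self-degrading MDM2-luciferase fusion protein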
#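 Test system: mammalian cells stably expressing self-ubiquitinating, self-degrading MDM2 E3–luciferase fusion; Amount: 2000 cells in each well; Medium: DMEM; Schedule: 4 h settle plus 2 h compound, 37 °C; Technique: SteadyLite luciferase luminescence after 15 min room-temperature reagent incubation; Benchmarks: plate control and blank wells.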
# p47phox inh: p47phox (human) inhibition. P14598. p47phox/p22phox peptide binding, fluorescence polarization, 2 h. actives 0.53% (n = 220,000). inhibition, % at 24.7 µM;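 active means inhibition above about 30%, limit read from the data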;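 further: 0% = p47phox with labelled peptide and 100% = labelled peptide alone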
# Active calls of the source: *; . = not tested or not shown; [ ] = another dose, or the depositor's remark.
SMILES,Runt-SMMHC FRET,EBV gp42 block,Tb hexokinase,14-3-3 Bad PPI,Hck-Nef inh,L929 necroptosis,Runt-CBFb FRET,Mdm2 ligase inh,p47phox inh
COc1ccc(Br)cc1/C=C/C(=O)NC(=S)Nc1ccc(Cl)c(C(=O)O)c1,-2.5,1.1,-7.2,-10.3,57.5*,7.1,3.2,-15.3,-37.4
CC1CCc2nc(NC(=O)CCSc3ccccc3)sc2C1 (centres undefined),-3.7,0.0,-4.7,5.8,0.2,2.4,-1.2,-14.8,5.1
Cc1cccc(C)c1NC1=C(Cl)C(=O)OC1OC(=O)c1ccccc1 (centres undefined),2.4,6.8,-2.0,-2.1,7.0,0.1,-0.6,-9.1,-4.0
O=C1COc2ccccc2CN1,-1.5,-19.9,5.7,5.5,-0.3,0.1,.,7.3,-1.1
CO/N=C(/CS(=O)Cc1ccc(Cl)cc1)c1ccc(Cl)cc1 (centres undefined),-1.9,-16.1,8.5,-7.2,2.7,0.1,-0.4,-12.6,-4.8
Cc1cc(-c2nnc(SCC(=O)NC3CCCC3)o2)no1,3.3,-26.0,0.3,-3.4[fluorescence artefact?],1.4,0.4,0.3,.,-1.2
CN(C)CCCN1C(=O)C2CCc3[nH]c4ccccc4c3C2C1=O (centres undefined),11.0,1.1,3.5,-10.1,11.1,0.6,29.3,9.7,7.3
O=c1c(-c2ccccc2)coc2c(CN3CCOCC3)c(O)ccc12,-5.4,-1.8,-25.5,81.7*,-6.4,1.6,0.4,-5.9,-3.5
CN(C)/C=N/c1c(C#N)cnn1-c1ncnc2sc(-c3ccccc3)cc12,-10.8,0.2,-34.4,-4.1,1.8,-0.3,-0.7,-15.8,-10.9
CCC(=O)OC1(C)C(=O)C2=COC(c3ccc(OC)cc3)=CC2=C(Br)C1=O (centres undefined),-45.5,11.2,-32.9,8.3,81.0*,-0.3,12.7,-2.7,-9.9
CCCCCCOc1ccc(C(=O)O)cc1,-0.2,6.5,-17.8,-2.3,16.2,-0.3,1.0,-0.9,-4.0
COc1ccc(C[C@@H]2CN3C(=NC[C@@H]3C)N2CCNC(=O)c2ccc(C)c(Br)c2)cc1,3.5,-3.7,13.1,-7.4,-4.4,-1.5,-1.1,.,-0.1
C=CCN(CC=C)C(=S)NC(=O)/C=C/c1ccc(C)cc1,-4.0,-8.7,-1.9,-21.1,2.3,-0.1,-1.8,-5.2,-14.2
CCN(CC)S(=O)(=O)c1cc(C(=O)Nc2ccncc2)ccc1Cl,2.6,-21.2,5.3,-13.5,0.4,0.1,-2.9,-8.4,-14.3
Nc1ncnc(Sc2ccc(Cl)cc2)c1[N+](=O)[O-],2.7,-14.0,22.5,-16.4,3.8,11.6,1.6,-4.5,-1.2
CCOC(=O)CC(NC(=O)Cn1nnc(-c2ccccc2)n1)c1ccc(OC)cc1 (centres undefined),-2.5,6.5,-1.3,4.9,22.9,0.7,-0.7,-3.0,-3.5
O=C(c1ccccc1Cl)N1CCSCC1,-4.1,-10.7,-3.6,1.5,13.9,-0.4,3.5,14.1,-0.7
N#C/C(=N\Nc1ccccc1)C(=N)N1CCCCCC1,-4.5,-7.5,-29.8,-7.3,18.3,-0.1,-0.9,-10.3,-4.5
CCOC(=O)CN1C(=O)C(CC)Oc2ccc(Cl)cc21 (centres undefined),0.3,-13.4,6.9,8.3,0.7,-0.1,-2.1,-0.4,-1.9
COc1cccc(/C=N/NC(=O)c2[nH]nc3c2CCc2ccccc2-3)c1O,2.2,10.1,-12.2,-9.2,2.9,61.9,-3.5,-15.4,-4.5
O=[N+]([O-])c1ccc(COc2ccc(-c3[nH]ncc3-c3ccc(Cl)cc3)c(O)c2)cc1,-0.1,-0.7,3.3,17.2[fluorescence artefact?],2.1,1.8,2.7,-13.2,-21.1
CC(=O)Nc1ccc(S(=O)(=O)N2CCSC2c2ccccc2Cl)cc1 (centres undefined),-4.5,6.7,2.3,-5.1,2.0,-0.2,-3.9,8.4,-12.3
O=C(NCCCN1CCOCC1)c1cc(C(=O)C2CC2)c[nH]1,0.2,-1.2,2.6,12.4,-0.9,0.1,-1.4,-8.6,0.7
CN(C)c1ccc(Cl)cc1N,-2.1,-4.0,1.8,-0.7,20.5,1.1,2.1,-3.3,-6.5
O=C(NCc1ccc2[nH]c3c(c2c1)CCCC3)N1CCOCC1,-86.7,30.7,-11.2,-15.2,0.4,11.9,-57.8,-7.2,-14.1
Cc1ccc(C(NC(=O)N2CCOCC2)=C(Cl)Cl)cc1F,4.3,-13.4,0.4,-2.0,2.1,-1.2,2.3,-8.3,41.7*
O=[N+]([O-])c1ccc(-c2ccc(C=Nc3cccc4ccccc34)o2)cc1,9.5,-16.1,-41.1,-2.2[fluorescence artefact?],14.8,0.6,20.1,-0.2,-36.7
Cc1ccc(S(=O)(=O)/N=C(\CN2CCOCC2)N2CCCC2)cc1,-0.9,-4.8,3.0,2.6,1.0,0.1,-0.7,-9.9,-12.4
CCN(C(=O)c1cc2cc(OC)ccc2oc1=O)c1cccc(C)c1,2.9,-1.0,-19.7,10.8,0.7,-0.4,2.9,-7.5,-3.1
O=C1C2C3C=CC(c4ccccc4)(C2C(=O)N1c1cccc(Cl)c1)C1C(=O)N(c2cccc(Cl)c2)C(=O)C31 (centres undefined),-4.1,-0.5,23.4,9.2[fluorescence artefact?],-0.5,-0.6,-1.3,-12.0,-29.5
CCc1nc2ccc(C)cc2c(C(=O)Oc2cccc3cccnc23)c1C,-2.2,-4.3,3.0,3.9,-2.2,-0.2,0.1,-4.0,-5.6
CCn1ncc(C2=NOC(C(=O)Nc3cccc(C(C)=O)c3)C2)c1C (centres undefined),1.1,4.1,-1.0,1.1,5.6,1.2,1.3,-17.6,5.1
Cc1ccc(S(=O)(=O)NC(C)C(=O)Nc2cccc([N+](=O)[O-])c2)cc1 (centres undefined),-0.6,4.6,9.2,3.2,-19.6,1.1,0.1,3.3,-6.4
O=C(Nc1ccncc1)c1ccccc1[N+](=O)[O-],1.7,-6.3,3.4,-2.8,2.9,-0.9,0.6,-13.8,-0.8
N#Cc1ccccc1Sc1ccccc1C(=O)OCC(=O)NC1CCS(=O)(=O)C1 (centres undefined),1.8,-16.3,-11.8,12.4,-0.4,0.0,0.3,-4.0,-2.4
CN(CCOc1ccc(-c2ccn(S(=O)(=O)c3ccc(Cl)cc3)n2)cc1)c1ccccn1,-4.1,-20.2,2.3,-8.5,-0.3,0.7,1.2,-11.6,-51.0
CC1(C)CC(=O)c2c(O)cc(OCc3ccc(Br)cc3)cc2O1,0.7,-12.2,0.6,0.7,0.4,1.4,0.0,-8.9,-2.7
CN1CCN(C(=S)Nc2ccc(S(N)(=O)=O)cc2)CC1,13.1,-6.3,-2.5,-10.4,-40.3,1.6,12.4,1.3,-5.5
O=C(NC(=S)Nc1cccc([N+](=O)[O-])c1)c1ccco1,2.0,-20.6,-0.6,0.6,6.9,-0.2,1.9,3.6,-13.5
CC(C)CN1C(=S)SC(C)(C)C1n1oc(=O)n(-c2ccc(Cl)cc2)c1=O (centres undefined),-7.4,-1.7,2.9,8.5,-2.5,0.4,-0.7,0.7,4.0

# A draw from above in order of length of the SMILES, highest first.
SMILES,Runt-SMMHC FRET,EBV gp42 block,Tb hexokinase,14-3-3 Bad PPI,Hck-Nef inh,L929 necroptosis,Runt-CBFb FRET,Mdm2 ligase inh,p47phox inh
CC(C)CN1C(=S)SC(C)(C)C1n1oc(=O)n(-c2ccc(Cl)cc2)c1=O (centres undefined),-7.4,-1.7,2.9,8.5,-2.5,0.4,-0.7,0.7,4.0
CCc1nc2ccc(C)cc2c(C(=O)Oc2cccc3cccnc23)c1C,-2.2,-4.3,3.0,3.9,-2.2,-0.2,0.1,-4.0,-5.6
CCN(C(=O)c1cc2cc(OC)ccc2oc1=O)c1cccc(C)c1,2.9,-1.0,-19.7,10.8,0.7,-0.4,2.9,-7.5,-3.1
O=C(Nc1ccncc1)c1ccccc1[N+](=O)[O-],1.7,-6.3,3.4,-2.8,2.9,-0.9,0.6,-13.8,-0.8

# Next part:
SMILES,Runt-SMMHC FRET,EBV gp42 block,Tb hexokinase,14-3-3 Bad PPI,Hck-Nef inh,L929 necroptosis,Runt-CBFb FRET,Mdm2 ligase inh,p47phox inh
Cc1ccc2c(c1)sc1nc(=O)n(-c3ccccc3)c(=O)n12,0.2,-4.4,-1.7,-2.5,-2.1,-0.1,-0.2,-13.3,3.7
O=C(CCCCn1c(=O)c2ccccc2n(CC(=O)NC2CCCC2)c1=O)NC1CCCC1,-1.8,-10.0,-3.4,4.8,1.1,-0.2,-1.4,-2.4,4.7
Cc1ccc(-c2csc(NC(=O)COC(=O)c3cccc(S(=O)(=O)N4CCOCC4)c3)n2)cc1,2.3,1.9,0.2,3.6,-0.3,-0.1,1.6,-18.4,1.4
CCN(CC(=O)Nc1sc2c(c1C#N)CCCC2)Cc1nc2ccccc2c(=O)[nH]1,-1.7,-9.0,-7.6,-11.7,12.3,0.7,-4.9,4.8,-7.6
COc1ccc(CC(=O)NCc2nnc(SCC(=O)Nc3nccs3)n2C)cc1,-2.3,-7.6,-2.5,-3.2,16.4,0.3,1.8,-6.7,-5.2
O=[N+]([O-])c1cc(C(F)(F)F)ccc1-n1nnc2ccccc21,1.5,-11.2,-6.4,7.7,1.2,1.4,0.5,-10.0,2.9
COc1ccc(CN(Cc2ccc(OC)cc2)S(=O)(=O)c2ccc(-n3cnnn3)c(C)c2)cc1,-0.6,-10.3,-2.4,-1.3,11.5,-0.1,-1.9,4.9,-23.1
CCC1Oc2ccc(C)cc2N(CC(=O)N(Cc2ccc(C)o2)C2CCCC2)C1=O (centres undefined),1.5,-16.7,-2.3,3.6,6.4,-1.4,1.4,.,-11.7
Cc1cccc2c(C(=O)N3CCN(C(=O)c4ccco4)CC3)cc(-c3cccc(Br)c3)nc12,-18.5,-7.8,-7.1,-1.1,-0.1,1.0,-3.7,-7.8,-38.5
CCS(=O)(=O)NCCc1csc(-c2ccccc2)n1,0.7,-6.9,2.1,7.2,1.8,0.8,0.6,-4.7,-8.5
Cc1ccc2c(c1)Cc1nc3ccccc3nc1-2,2.2,-6.9,-12.6,-3.7,19.7,6.2,-1.7,-77.5,6.5
Cc1cc(C)nc(SCc2ccccc2C#N)n1,1.5,1.0,10.8,-7.4,-1.6,-0.4,-1.1,-14.5,-9.4
CC1=CC(C)(C)NC(=S)N1c1ccc(C)c(C)c1,1.8,-5.2,-3.8,-6.1,21.0,0.8,-0.1,-0.3,3.5
COc1ccc(NC(=O)c2ccccc2)cc1NS(=O)(=O)c1ccc(F)cc1,-1.9,1.6,4.0,8.1[fluorescence artefact?],-26.6,0.5,-0.6,1.1,-5.8
CCCNc1cc(=O)n(C)c(=O)n1C,3.7,-11.5,-5.0,-1.2[fluorescence artefact?],2.1,0.4,-1.8,-11.7,2.2
Cc1cccnc1NC(=O)C(C)Oc1ccccc1 (centres undefined),-2.8,-2.3,-2.1,-5.1[fluorescence artefact?],11.4,0.1,1.2,-9.0,-7.2
COc1cccc(C=Nc2ccccc2C#N)c1O,-0.8,-7.3,29.7,-4.5,-2.6,0.7,-4.9,3.9,-3.4

# Screening results deposited in PubChem by several laboratories.

# This is a random part of the collection (roughly 3.2% active in at least one column).
